# Screening data as filed in PubChem.
# Mm-Cpn inhibitor: inhibitors of Methanococcus maripaludis chaperonin (MmCpn). Potency, µM (top dose mostly 76.9 µM), for inactives: at the top dose activity, negative = inhibition, actives largely listed as inhibitors. AID 504842. 0.031% of 330,000 active. purified Mm-Cpn ATPase, ADP Transcreener TR-FRET; note: potency is the fitted concentration of half-maximal effect; % is set by controls: 0 for no effect and ±100 for the full control effect; nearly all actives have a fitted effect of over 80% in size
#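 25 nM Mm-CPN + cpd, 10 min 37°C; + 10 uM ATP, 30 min 37°C; buffer 30 mM Tris pH 7.4, 100 mM KCl, 5 mM MgCl2, 1 mM DTT; Transcreener ADP HTRF detection 30 min RT.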
# HepG2 tox: kills HepG2 cells in TGF-b inhibitor counter-screen; AID 588856; HepG2 CAGA-GFP viability, ATP luminescence, 18 h; 0.76% of 410,000 active; Potency, µM (doses to about 46.1 µM), for the others: at the top dose activity change, negative = cytotoxicity, actives largely listed as cytotoxic; note: potency is the fitted concentration of half-maximal effect; some results filed as inactive show a strong effect at the top dose
#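 CellTiter-Glo luminescence gave cytotoxicity after 18 hours at 37 degrees C. The cells were HepG2 CAGA-GFP in 1% FBS DMEM, stimulated with 500 pg/mL TGF-beta after compound addition. %Activity was normalised to no-cell wells (complete cell-killing) and DMSO (no toxicity), and curves were fitted and classified.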
# A549 tox: kills or reduces viability of A549 cells in Nrf2 counter-screen. A549 ARE-Fluc cells, CellTiter-Fluor viability, 18-24 h. Potency, µM (highest dose often 46 µM), for the others: at the highest dose activity change, negative = cytotoxicity, usual class: inhibitors. 0.16% of 390,000 active; note: potency is the fitted concentration of half-maximal effect; % is set by controls: 0 for no effect and ±100 for the full control effect
#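 Cytotoxicity counterscreen: CellTiter-Fluor fluorescence was measured in A549 ARE_Fluc cells after 18-24 h of compound exposure in a concentration series. The subsequent BugLite luminescent read reports ARE-luciferase activity.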
# Abeta yeast res: restores growth of yeast expressing A-beta42 peptide | yeast expressing A-beta42, growth rescue, OD600, 48 h; response scale: 0% DMSO, 100% iron-clioquinol control | Potency, µM (doses to about 46.1 µM), for inactives: at the top dose growth rescue, usual class: activators | 0.063% of 410,000 active | AID 1347071; note: potency is the fitted concentration of half-maximal effect; nearly all actives have a fitted effect of over 55% in size
#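 Yeast A-beta toxicity model in growth medium with pinned compounds, 48 h at 30 C; growth read as absorbance at 600 nm. Normalized to FeCl3/clioquinol equimolar mix (positive) and DMSO (negative).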
# pAkt inh: inhibitors of Akt phosphorylation; Neuro2A IGF-stimulated pAkt S473 HTRF, 20 min; hits give low values; activity change, % for hits at 50 µM; 0.32% of 360,000 active; AID 651550; in the data active = activity change below about -80%; inconclusive = mostly about -51% to -80%; note: % is set by controls: 0 for no effect and ±100 for the full control effect
#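 Single-point screen (50 µM final compound) in Neuro2A cells stimulated 20 min with 6 nM IGF at 37 deg C. After lysis, Ser473-phosphorylated Akt read by HTRF (ex 330 nm, em 615/665 nm) as the 665/615 ratio.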
# Nrf2 ARE act: activators of Nrf2 (ARE) signaling; AREc32 ARE-luciferase reporter (MCF7-derived line), luminescence, 24 h; AID 624171; 0.31% of 410,000 active; Potency, µM (series often up to 46.1 µM), without a hit: at the top dose activation, most hits filed as activators; note: potency is the fitted concentration of half-maximal effect; % of control where 0% means no effect; nearly all actives have a fitted effect of over 65% in size
#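 ARE activation measured as luciferase luminescence (Steady-Glo, 30 min RT) in AREc32_Fluc cells after 24 hr compound exposure at 37 deg C, 5% CO2; cells seeded overnight at 1000/well in OPTI-MEM, 5% FBS.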
# CCT modulator: modulators of cytosolic chaperonin (CCT/TRiC) activity. purified chaperonin ATPase assay, HTRF ADP detection, 30 min. activity change, % (test concentration not listed), hits read low. 0.3% of 360,000 active. AID 651819; in the data active = activity change below about -30%; note: % is set by controls: 0 for no effect and ±100 for the full control effect
#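 Nucleotide hydrolysis assay: TRiC at 20–40 nM final (set by batch activity) with 10 uM ATP, 30 min at 37 °C, in presence of 76 uM compound. Detection by competitive ADP HTRF, 30 min ambient.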
# Nrf2 inh: inhibitors of Nrf2 signaling | A549 ARE-Fluc reporter, luciferase luminescence, 18-24 h | Potency, µM (series often up to 46 µM), without a hit: top-dose activity change, negative = inhibition, hits mostly inhibitors | AID 504444 | 2.1% of 360,000 active; note: potency is the fitted concentration of half-maximal effect; % is set by controls: 0 for no effect and ±100 for the full control effect; nearly all actives have a fitted effect of over 60% in size
#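 Concentration-response testing used A549 ARE_Fluc cells at 5000 cells/well. Following an 18-24 h compound incubation, viability was read by fluorescence (Ex 405/Em 525) and luciferase output by luminescence.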
# TGFb inhibitor: TGF-b pathway inhibition. Potency, µM (top dose mostly 46.1 µM), for the others: top-dose activity, negative = inhibition, usual class: inhibitors. HepG2 CAGA-GFP TGF-b/SMAD3 reporter, GFP fluorescence, 18 h; TGF-beta stimulated, 500 pg/mL final. 1.2% of 410,000 active; note: potency is the fitted concentration of half-maximal effect; % is set by controls: 0 for no effect and ±100 for the full control effect; nearly all actives have a fitted effect of over 65% in size
#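 Read-out: total well GFP (ex488/em500-530) summed from mean per-cell fluorescence. Cells: HEPG2 CAGA-GFP, 1% FBS DMEM, 18 h at 37 degrees C with 500 pg/mL final TGF-beta. Unstimulated wells served as the full-inhibition control; stimulated DMSO wells = 0%.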
# An asterisk follows results filed as active; i = inactive; u = inconclusive; x = not tested or not shown; [ ] = dose if it differs, or a comment. Unless noted, calls come from the whole dose curve; as a rule, active = well fitted curve in the direction sought with a large enough effect; inconclusive = small, poorly fitted or top-dose-only effect, or another doubt; inactive = no such curve, though single readings can be large; an effect the other way counts as inactive or inconclusive. Outcome played no part in choosing rows. Share with any hit: about 4.3%.
SMILES,Mm-Cpn inhibitor,HepG2 tox,A549 tox,Abeta yeast res,pAkt inh,Nrf2 ARE act,CCT modulator,Nrf2 inh,TGFb inhibitor
O=C(Nc1cc(C(=O)N2CCN(c3ccccc3)CC2)ccc1Cl)c1cccs1,1%,0%,-4%,3%,i,0.6%,0.8,u,u
CCCCC(C(=O)N/N=C/c1ccccn1)C(=O)N/N=C/c1ccccn1,-1%,-42%,-11%,-2%,i,0.3%,-0.7,-4%,u
CCCC(=O)N1CCCC(c2cc(C(=O)Nc3ccccc3)no2)C1 (stereo unspecified),x,10µM*,x,-22%,i,-3.2%,-2.2,x,1%
CCOC(=O)c1cccc(NC(=O)C2(S(=O)(=O)c3ccc(Cl)cc3)CC2)c1,1%,6%,1%,4%,i,4.5%,-0.6,3%,12%
Cn1nc(C(F)(F)F)c2cc(C(=O)Nc3ccc(F)cc3F)sc21,-1%,-20%,1%,6%,i,-0.4%,-1.8,u,0%
O=S(=O)(c1ccc(Br)cc1)n1c(Cc2ccccc2)nc2ccccc21,-2%,-20%,-2%,20%,i,2.7%,-7.0,-5%,-6%
Cc1csc2nc(CCNS(=O)(=O)c3cccs3)cn12,1%,6%,4%,-2%,i,3.4%,-1.5,u,-21%
CC[N+]1=CN(c2ccccc2)C(C)=CC1(C)C,-1%,2%,-11%,-8%,i,0.1%,-0.9,-3%,-10%
O=C(OCC(=O)N1CCOCC1)c1ccccc1OCc1ccccc1,-1%,0%,8%,11%,i,0.2%,-1.7,17%,15%
CCc1ncc(CN2CCCC(C(=O)Nc3cccc(-c4cccc(C)c4)c3)C2)cn1 (stereo unspecified),-1%,-24%,-9%,-2%,i,4.6%,-0.2,-13%,u
COc1ccc(S(=O)(=O)N2CCC(C(=O)NC3CC3)CC2)cc1Cl,1%,1%,-18%,-7%,i,-0.2%,-3.0,-8%,-22%
O=C(CCN1CCCO1)N1CCCC(Nc2cccc(F)c2)C1 (stereo unspecified),x,-3%,x,13%,i,0.2%,-2.4,x,-2%
COc1ccc(CCNC(=O)c2ccccc2C(=O)NCCc2ccc(OC)c(OC)c2)cc1OC,x,-17%,1%,3%,i,-0.8%,-3.6,-10%,2%
Cc1cc(NC(=O)c2cnn3c(C(F)(F)F)cc(-c4ccc(Br)cc4)nc23)no1,1%,-5%,3%,1%,i,-0.4%,-1.9,-19%,12%
O=C(COC(=O)c1ccc(Cl)nc1)Nc1ccc(S(=O)(=O)N2CCCC2)cc1,2%,7%,0%,5%,i,-0.3%,-0.2,u,3%
N#Cc1ccc(-c2csc(NC(=O)/C=C/c3cccs3)n2)cc1,0%,-21%,-16%,12%,i,5.1%,2.6,u,0%
CCCCOc1ccc(C(=O)N/C(=C\c2cccc([N+](=O)[O-])c2)C(=O)OCCC)cc1,2%,-13%,-6%,0%,i,0.5%,-1.8,23%,-8%
O=C(CNC(=O)c1ccccc1)OCC(=O)c1ccc(Cl)s1,-9%,14%,2%,-11%,i,-0.6%,-3.9,6%,3%
Cc1ccc(-n2c(C)c3c(C)nnc(C)c3c2C)cc1N,0%,-3%,1%,-1%,i,-0.5%,-1.9,1%,-11%
O=C(CSc1nc(=O)n2cc(Cl)ccc2n1)Nc1ccc2c(c1)OCCO2,-1%,9%,-10%,8%,i,2.2%,-0.3,-23%,-3%
COc1ccc(C(=O)Nc2ccccc2C(=O)NCCN2CCOCC2)cc1OC,1%,2%,-9%,12%,i,-0.7%,-2.6,-7%,3%
O=C(CN1CCN(Cc2ccccc2)CC1)Nc1cccc(C(F)(F)F)c1,1%,-25%,-5%,12%,i,0.0%,0.3,u,10%
CCOC(=O)c1c(C)c(C(=O)NCc2ccc3c(c2)OCO3)c(C)n1CC,2%,5%,1%,23%,i,-0.5%,-3.5,1%,3%
CCOc1ccc(C(C)=O)cc1COC(=O)CN1C(=O)NC2(CCCC2)C1=O,0%,-15%,-11%,8%,i,1.7%,-2.6,-9%,-18%
CN(CCN1CCc2ccccc2C1)Cc1nc(Cc2ccccc2F)no1,-1%,-19%,2%,0%,i,3.8%,1.4,14%,-3%
O=c1nc2s/c(=C\c3ccco3)c(=O)n2nc1Cc1ccc(F)cc1,0%,4%,-9%,-42%[inhibitor],i,4.2%,-5.6,0%,-8%
COC(=O)c1ccc(N2CCN(C)CC2)c(NC(=O)c2cccs2)c1,3%,-1%,1%,10%,i,-0.5%,-1.7,-3%,1%
CC1CC(C)CN(CCC(=O)Nc2ccc(Br)cc2)C1 (stereo unspecified),2%,1%,1%,13%,i,-0.2%,-1.5,1%,8%
O=C(CC1CCCCC1)NC1CCCC1,3%,-1%,1%,24%,i,0.3%,0.8,17%,-6%
CCN1CCc2c(sc(-n3cccc3)c2C(C)NC(=O)Nc2cc(Cl)c(OC)cc2OC)C1 (stereo unspecified),x,-48%,-17%,-17%,x,11%,x,u,u
CCOc1ccc(/C(O)=C2\C(=O)C(=O)N(CCN(C)C)C2c2cc(OC)ccc2OC)cc1Cl (stereo unspecified),x,-15%,4%,4%,i,0.8%,-2.4,0%,1%
CCCCOc1ccccc1C(=O)NCCCC(=O)O,0%,-1%,-3%,9%,i,0.0%,0.0,-7%,2%
CC1CCCN(C(=O)CN(C)S(=O)(=O)c2cccc3nsnc23)C1 (stereo unspecified),1%,22%,-1%,-11%,i,-0.5%,0.8,8%,3%
O=S1(=O)CC(N2CCSCC2)CN1Cc1cn(Cc2cccc(C(F)(F)F)c2)nn1 (stereo unspecified),x,x,x,-11%,i,-0.3%,1.7,x,x
CC(=O)c1ccccc1OCCn1nnc(-c2ccc(C)cc2)n1,-2%,-20%,0%,1%,i,2.3%,-13,-17%,-5%
Cc1ccc(OCCCN2C(=O)C(=O)c3cccc(C)c32)cc1,0%,-20%,17%,-16%,i,-0.5%,-1.4,-6%,u
COc1ccc(-c2onc(C)c2C)cc1S(=O)(=O)Nc1cc(Cl)ccc1C,x,-35%,u,-8%,x,-0.5%,x,u,-19%
O=S(=O)(N1CCCCCC1)N1CCN(S(=O)(=O)N2CCOCC2)CC1,1%,9%,0%,1%,i,-0.2%,-1.7,u,-11%
COC(=O)C1=C(C(=O)OC)C(C(=O)OC)C(C(=O)OC)C(C(=O)OC)(C(=O)OC)C(C(=O)OC)=C1C(=O)OC (stereo unspecified),x,-41%,-19%,-1%,i,8.6%,-0.5,u,-28%
COc1cccc(C(=O)NC2=NC(c3ccccc3F)CC(=O)N2)c1 (stereo unspecified),x,0%,6%,-7%,x,5.6%,x,11%,-1%
Cc1ccc2c(=O)[nH]c(Nc3nc(C)cc(-c4ccccc4)n3)nc2c1,0%,-5%,5%,-6%,i,-0.2%,-0.6,0%,20%
Cc1csc2nc(CNS(=O)(=O)c3ccc4c(c3)OCCO4)cn12,2%,-4%,7%,13%,i,2.1%,-0.2,18%,1%

# Grouped by structure: those above containing two or more sulfur atoms (6)
SMILES,Mm-Cpn inhibitor,HepG2 tox,A549 tox,Abeta yeast res,pAkt inh,Nrf2 ARE act,CCT modulator,Nrf2 inh,TGFb inhibitor
Cc1csc2nc(CCNS(=O)(=O)c3cccs3)cn12,1%,6%,4%,-2%,i,3.4%,-1.5,u,-21%
N#Cc1ccc(-c2csc(NC(=O)/C=C/c3cccs3)n2)cc1,0%,-21%,-16%,12%,i,5.1%,2.6,u,0%
CC1CCCN(C(=O)CN(C)S(=O)(=O)c2cccc3nsnc23)C1 (stereo unspecified),1%,22%,-1%,-11%,i,-0.5%,0.8,8%,3%
O=S1(=O)CC(N2CCSCC2)CN1Cc1cn(Cc2cccc(C(F)(F)F)c2)nn1 (stereo unspecified),x,x,x,-11%,i,-0.3%,1.7,x,x
O=S(=O)(N1CCCCCC1)N1CCN(S(=O)(=O)N2CCOCC2)CC1,1%,9%,0%,1%,i,-0.2%,-1.7,u,-11%
Cc1csc2nc(CNS(=O)(=O)c3ccc4c(c3)OCCO4)cn12,2%,-4%,7%,13%,i,2.1%,-0.2,18%,1%
